Compound activity: PubChem, several laboratories
UHRF1 MBD2 ctr: UHRF1 methylated DNA binding inhibitors, primary screen, counter-screen for MBD2 inhibitor project, biochemical, TR-FRET, human UHRF1, single concentration | inhibition, % at 4.4 µM | UHRF1 binding to methylated oligo | AID 687016, 2013 | hit rate 0.75% among 370,000; in the data active = inhibition above about 21%;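 also: UHRF1 SRA domain binding a hemimethylated CpG hairpin DNA probe; 0% = median of test compound wells and 100% = reference inhibitor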
Target sequence (Q96T88 whole entry, looked up, the tested form may be a part): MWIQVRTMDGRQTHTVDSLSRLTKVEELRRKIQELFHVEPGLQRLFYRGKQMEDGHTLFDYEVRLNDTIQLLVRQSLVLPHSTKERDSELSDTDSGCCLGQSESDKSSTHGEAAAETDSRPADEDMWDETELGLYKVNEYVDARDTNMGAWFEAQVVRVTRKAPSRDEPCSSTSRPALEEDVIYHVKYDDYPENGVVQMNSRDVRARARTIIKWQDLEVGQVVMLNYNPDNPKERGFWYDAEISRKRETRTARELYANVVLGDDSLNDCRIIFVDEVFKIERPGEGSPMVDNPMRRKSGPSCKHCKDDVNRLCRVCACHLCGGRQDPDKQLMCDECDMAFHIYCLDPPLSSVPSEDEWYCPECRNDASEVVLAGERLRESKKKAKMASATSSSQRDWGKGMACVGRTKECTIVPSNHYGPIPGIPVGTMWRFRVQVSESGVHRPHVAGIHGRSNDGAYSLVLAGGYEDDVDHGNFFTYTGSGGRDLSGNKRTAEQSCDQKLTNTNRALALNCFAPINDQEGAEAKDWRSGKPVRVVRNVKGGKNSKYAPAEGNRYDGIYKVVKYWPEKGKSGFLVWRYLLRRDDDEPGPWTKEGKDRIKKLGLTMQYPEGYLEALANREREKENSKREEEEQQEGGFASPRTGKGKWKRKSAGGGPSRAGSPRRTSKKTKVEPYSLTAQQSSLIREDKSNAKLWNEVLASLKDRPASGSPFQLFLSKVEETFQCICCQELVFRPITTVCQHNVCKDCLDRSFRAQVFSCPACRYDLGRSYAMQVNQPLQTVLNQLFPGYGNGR
rCAG RNA binder: binders of r(CAG) RNA repeats, primary screen, biochemical, fluorescence; r(CAG) RNA repeat, TO-PRO-1 dye displacement fluorescence; inhibition, % at 3 µM; hit rate 1.3% among 370,000;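 active = inhibition above the plate cutoff, the mean of all test compounds on that plate plus 3 SD, cut at about 35% in these data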;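 also: 0% = DMSO alone and 100% = 100 µM mitoxantrone as full dye displacement; higher means more dye released from RNA so lower well fluorescence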
PRMT1 FP inh: PRMT1 methyltransferase inhibitors, primary screen, biochemical, fluorescence polarization. Protein arginine N-methyltransferase 1 (Homo sapiens), Q99873. recombinant PRMT1, activity-based probe fluorescence polarization. inhibition, % at 2.79 µM. hit rate 1.3% among 370,000. AID 652257, 2013;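 active = inhibition above about 21% made by adding two undisclosed values, limit read from the data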
TCR-CD3 inh: inhibitors of human TCR-CD3 interaction, primary screen, biochemical, fluorescence, TAMRA-labeled TCR probe | T-cell receptor (TCR) | inhibition, % at 9.4 µM | hit rate 0.37% among 360,000; in the data active = inhibition above about 19%;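 also: recombinant mutant TCR 2C K166C tagged with TAMRA read by polarization; 0% = receptor in buffer alone and 100% = receptor with positive control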
LEDGF integ inh: blockers of LEDGF/p75-dependent integrase strand transfer – biochemical, TR-FRET, high throughput, primary screen. HIV-1 integrase (with human LEDGF/p75). TR-FRET IN-LEDGF/p75 DNA integration, Eu/Cy5. inhibition, % at 3.7 µM. hit rate 0.64% among 370,000. AID 743269, 2014;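 active = inhibition above the screen-wide mean plus 3 SD, cut at about 13% in these data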;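 also: signal is the Cy5 over europium emission ratio at 671 and 618 nm; 0% = plate median of compound wells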
HTRA1 inh: HTRA1 serine protease inhibitors, primary screen, biochemical, fluorescence polarization, HTS; Q92743; recombinant HTRA1, FP-rhodamine activity-based probe; inhibition, % at 5.96 µM; hit rate 0.5% among 340,000; AID 504803, 2011; in the data active = inhibition above about 36%;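 also: 0% = enzyme with DMSO and 100% = wells lacking enzyme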
MBD2 inh: inhibitors of MBD2 binding to methylated DNA, primary screen, biochemical, TR-FRET, DNA-binding domain, human; Methyl-CpG-binding domain protein 2 (Homo sapiens), Q9UBB5; MBD2 binding to methylated oligonucleotide; inhibition, % at 4.4 µM; hit rate 0.31% among 370,000; AID 686964, 2013; in the data active = inhibition above about 13%
ABHD4 inh: ABHD4 inhibitors, primary screen, biochemical, fluorescence polarization, mouse. (Lyso)-N-acylphosphatidylethanolamine lipase (Mus musculus), Q8VD66. purified mABHD4, FP-Rh probe fluorescence polarization. inhibition, % at 8.92 µM. hit rate 0.54% among 370,000. AID 720543, 2013;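 active = inhibition exceeding the mean over every tested compound plus 3 SD, cut at about 30% in these data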;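 also: 0% = plate median of compound wells and 100% = S159A mutant with DMSO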
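Assay system: wild-type mouse ABHD4 protein; compound: single nominal dose of 8.92 µM, 0.89% DMSO final; schedule: 45 min + 60 min at 25 °C; measured by: FP readout, ex 525 nm / em 598 nm; evaluation: % inhibition of FP-Rh probe binding versus controls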
PG9 Ab binder: binders of HIV-1 gp120 antibody PG9, primary screen, biochemical, TR-FRET | HIV-1 gp120 / PG9 antibody interaction | TR-FRET gp120-PG9 antibody binding | inhibition, % at 6.7 µM | hit rate 0.43% among 360,000; in the data active = inhibition above about 8.5%
NR1D1 modulator: modulators of Rev-erb alpha DNA binding, primary screen, biochemical, FITC-DNA, fluorescence polarization, uHTS | Nuclear receptor subfamily 1 group D member 1 (Homo sapiens), P20393 | Rev-erbα–FITC-DNA binding, 90 min | activity, % at 10 µM | hit rate 0.79% among 370,000 | AID 1259318, 2017;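 active = activity above about 14%, limit read from the data; passing the limit was not always enough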;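 also: 0% = DMSO wells with 35 nM protein and 100% = DMSO wells with 750 nM protein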
* hit, by the source's call; nt = not tested or not shown. This is a subset (hit frequency here may not be typical).

mol	UHRF1 MBD2 ctr	rCAG RNA binder	PRMT1 FP inh	TCR-CD3 inh	LEDGF integ inh	HTRA1 inh	MBD2 inh	ABHD4 inh	PG9 Ab binder	NR1D1 modulator
O=C(c1ccncc1)N1CCN(C2CCC(c3ccccc3)CC2)CC1 (stereo not drawn)	-2	-6	-1	5	1	1	-3	6	0.3	1
N#Cc1nc(-c2ccccc2)oc1N1CCN(C(=O)c2ccco2)CC1	1	-6	1	-5	0	-9	-2	3	-2.8	-2
CCOc1ccccc1OCCCC(=O)Nc1cc(S(=O)(=O)N2CCOCC2)ccc1OC	-2	3	-3	6	-1	-1	0	5	0.1	7
O=C(NCc1ccc2c(c1)OCO2)c1ccncc1	-4	0	-3	-2	1	-1	-5	-4	-1.8	-4
CC(=O)C1=C(O)CC(c2ccccc2)CC1=NCCc1c(C)[nH]c2ccc(C)cc12 (stereo not drawn)	-3	2	-1	-4	0	-5	-4	-5	0.0	5
O=C(Nc1nnc(-c2ccccc2Cl)o1)c1cccnc1	-2	3	-3	0	0	0	1	-3	-2.0	-2
NC(=O)c1ccccc1N/C=C/C(=O)c1cccs1	2	3	1	-2	3	-11	3	6	0.2	0
CC(C)CCn1c(=O)c(C(=O)N/N=C/c2cccc(F)c2)c(O)c2ccccc21	1	-1	-3	13	-1	1	-2	-7	1.2	3
O=C(NCCCCNC(=O)C1CCCC1)C1CCCC1	5	0	-1	10	3	-4	3	10	0.1	3
O=C(CCc1ccccc1)NNC(=O)Nc1cccc(Cl)c1	3	0	3	-6	-5	2	10	-13	-0.5	1
CC1(C)CC(=O)C=C(c2ccc(-c3ccc4[nH]ccc4c3)cc2)C1=O	1	10	2	-1	-1	-23	1	1	-1.7	1
CCOc1ccccc1N1C(=O)CC(Sc2ncccc2C(=O)O)C1=O (stereo not drawn)	1	3	2	4	-1	7	-5	1	-0.7	1
Cc1nc2ccccc2nc1SCC(=O)c1ccccc1	4	2	5	-6	4	-14	-2	-17	-0.3	7
O=C(O)CCN(CCC(=O)O)S(=O)(=O)c1ccccc1	0	3	-1	-1	-3	4	2	-1	-0.4	2
CCCNC(=O)CC(NS(=O)(=O)c1ccc(Cl)cc1)c1ccco1 (stereo not drawn)	4	0	1	-1	-3	-2	3	4	-1.5	-4
C[C@@]12CCC3[C@@](CCC4[C@@]3(C)CCC[C@@]4(C)C(=O)NCc3ccccc3)(CC1=O)C2 (stereo partly drawn)	-2	-4	0	-5	0	-25	-2	-1	-1.4	0
Nn1c(SCC(=O)Nc2ccc(F)cc2)nnc1-c1cccnc1	-8	2	1	-2	-2	4	-6	-1	0.6	-2
CN(Cc1ccccc1)C(=O)c1ccc(NC(=O)Cc2cccc([N+](=O)[O-])c2)cc1	1	3	-1	2	3	-18	1	-3	-1.3	7
O=c1cc(Cc2ccc([N+](=O)[O-])cc2)[nH]c(=O)[nH]1	1	2	0	2	1	1	-8	1	0.8	2
CCOC(=O)C1=C(c2ccccc2)N=C2SCC(=O)N2C1c1ccc(O)c(OC)c1 (stereo not drawn)	0	5	5	6	1	-2	0	-14	-0.8	-6
CCn1c(SCC(=O)NC2CC2)nnc1-c1ccccc1OC	-3	-3	-2	1	4	-1	-5	-2	-3.2	3
O=C(CSc1nc(-c2ccccc2)c(-c2ccccc2)[nH]1)Nc1ccc2c(c1)OCO2	1	7	-2	-4	0	6	-1	-5	-0.9	-1
CCN1C(=O)/C(=C2/C=Cc3ccccc3N2C)OC1=S	-4	-2	-3	6	0	-2	-4	2	-0.8	3
CN(C(=O)Nc1cnc2ccccc2c1)c1ccccc1	-2	-2	1	-9	0	0	1	-2	-0.8	-4

Exported with values under each structure: entries from further up.
Results follow in this order: UHRF1 MBD2 ctr | rCAG RNA binder | PRMT1 FP inh | TCR-CD3 inh | LEDGF integ inh | HTRA1 inh | MBD2 inh | ABHD4 inh | PG9 Ab binder | NR1D1 modulator
> CN(Cc1ccccc1)C(=O)c1ccc(NC(=O)Cc2cccc([N+](=O)[O-])c2)cc1
  1 | 3 | -1 | 2 | 3 | -18 | 1 | -3 | -1.3 | 7
> O=c1cc(Cc2ccc([N+](=O)[O-])cc2)[nH]c(=O)[nH]1
  1 | 2 | 0 | 2 | 1 | 1 | -8 | 1 | 0.8 | 2

Continued:
mol	UHRF1 MBD2 ctr	rCAG RNA binder	PRMT1 FP inh	TCR-CD3 inh	LEDGF integ inh	HTRA1 inh	MBD2 inh	ABHD4 inh	PG9 Ab binder	NR1D1 modulator
Cc1ccc(SCc2ccc(C(=O)Nc3ccccc3C(=O)NC(C)C)cc2)cc1	3	0	0	-3	1	-6	6	-5	3.0	-1
CCOC(=O)C1(CCCc2ccccc2)CCN(C(=O)CN2CCOC2=O)CC1	-2	-9	-5	7	4	1	-1	-3	0.5	2
COc1ccccc1-c1coc2cc(OC(=O)N3CCOCC3)ccc2c1=O	2	-7	5	-4	-3	nt	3	3	0.1	-4
CSc1nc(SCCO)c2sc3nc(-c4ccco4)c4c(c3c2n1)CC(C)(C)OC4	3	39*	22*	-2	8	-22	8	2	0.9	-26
CCn1c(SCc2ccc(F)cc2)nnc1-c1nn(-c2ccccc2)ccc1=O	0	-8	0	-4	-1	2	2	-11	-0.4	-5
CCOC(=O)C1(CCCc2ccccc2)CCN(C(=O)CCOC)CC1	2	-10	0	7	-2	-5	0	-2	-2.3	2
COC(=O)c1cc(NC(=O)Nc2cccc(Cl)c2)ccc1Cl	-2	25	-1	18	-1	-100	3	-120	0.8	-4
Cc1cccc(O)c1C	0	1	1	2	1	-7	-1	-1	0.2	11
O=C(CSc1nnc2c(n1)[nH]c1ccc(F)cc12)Nc1ccccc1F	3	5	-2	-11	4	10	2	-2	-0.9	-2
COc1ccc(CN(C(=O)c2ccco2)c2ccc(C)cc2)cc1OC	1	-12	1	-3	2	-1	-3	-6	0.2	5
Cc1ccc2nc(NC(=O)CSCC(=O)OCC(=O)c3ccccc3)sc2c1	10	6	9	1	-1	-18	2	-7	-1.9	1
Cc1ccc(NC(=O)c2ccc(OCC3CCCO3)cc2)c(C)c1 (stereo not drawn)	0	0	-2	-5	-2	3	3	5	-0.3	-1
Cn1cnnc1SC1CCCCC1NS(=O)(=O)c1ccccc1 (stereo not drawn)	-1	-1	1	2	-2	12	0	1	-2.6	12
CCOc1ccc(NC(=O)CN(C)C(=O)CCN2C(=O)C3CC=CCC3C2=O)cc1OCC (stereo not drawn)	1	1	4	-5	-2	2	7	-6	1.6	9
Cc1ccc(C(C)(C)C)cc1S(=O)(=O)Nc1cccc(C(=O)N2CCN(c3ccccn3)CC2)c1	-3	8	-1	3	3	-37	4	-29	2.0	5
Cc1cn(CC(=O)NCCCn2ccnc2)c(=O)[nH]c1=O	-1	0	2	-5	-1	2	-2	2	-1.3	-4
CC(=O)Nc1nnc(/C=C/c2cccc([N+](=O)[O-])c2)s1	0	-2	3	-2	-4	3	1	2	0.8	1
CC(O)c1nc2ccccc2n1CCCCOc1ccccc1 (stereo not drawn)	-2	-7	-3	0	5	-3	2	-3	0.1	-3
COc1ccc(-n2nc(C)cc2Nc2ccccc2C(=O)O)cc1	-4	4	6	-4	-2	-2	3	2	-1.0	0
CSc1nnc2c3cc(C)ccc3n(Cc3ccccc3)c2n1	1	-1	-4	-4	0	-10	1	-2	-2.7	-10
C=CCSc1nnc2c(n1)OC(c1cccnc1)N(C(C)=O)c1ccccc1-2 (stereo not drawn)	15	-1	-2	1	2	1	0	-5	-1.5	0
CCOC(=O)C1=C(Nc2ccccc2)CC(C)(O)C(C(=O)OCC)C1c1ccccc1 (stereo not drawn)	-1	0	0	6	0	-1	1	-2	-1.9	-6
CC(C)(C)N(Cc1ccccc1)C(=O)CSc1nc2ccccc2c(=O)[nH]1	-1	4	0	6	3	-14	-8	-12	-1.3	3
O=C(c1ccco1)N1CCN(CCCCOc2cccc3ccccc23)CC1	5	0	-2	3	0	-9	0	-1	-1.7	3
CN1c2ccccc2C(=O)/C(=C\Nc2ncccn2)S1(=O)=O	5	2	-1	4	0	4	-2	2	0.5	6
CCCNC(=O)C1(C)CCCN(Cc2noc(-c3c(C)noc3C)n2)C1 (stereo not drawn)	1	-1	-3	-3	5	nt	4	-8	-2.0	0
Cc1ccc2c(c1)nnn2C1CCN(CC(=O)N(c2ccccc2)c2ccccc2)CC1	5	-9	8	-6	-5	-31	7	-6	-1.6	3
COc1ccc(Nc2ncnc3c2c(C)c(C)n3CCCN(C)C)cc1	1	2	-4	-1	2	8	-2	-8	-2.2	3
COc1ccc(Cl)cc1S(=O)(=O)N1CCC(C(=O)NCCc2ccccc2)CC1	-6	-4	-3	5	5	2	2	-1	-0.9	3
CCCOC1CCCN(C(=O)c2ccc(OC3CCN(Cc4ccccn4)CC3)cc2)C1 (stereo not drawn)	-1	-12	-3	3	0	4	-2	11	0.2	-3
O=C(Cc1ccc(Cl)cc1)NNC(=O)Nc1cccc2ccccc12	0	4	-2	8	-2	-4	1	2	-2.4	-1
COc1ccc(C(=O)C2CCCN(C(=O)c3ccoc3C)C2)cc1F (stereo not drawn)	1	1	-6	8	5	-3	-6	-6	-1.9	-3
CNc1ncnc2c1ncn2[C@H]1CN(Cc2cccnc2)C[C@@H](CO)O1	-2	2	-5	10	-1	nt	4	-1	-0.3	5
COc1ccc(S(=O)(=O)N2CCOCC2)c(Cl)c1Cl	-3	-1	0	2	1	8	0	-4	0.3	-9
COc1cccc(N2CCN(C(=O)c3cc4c(s3)CCCCC4)CC2)c1	0	2	-2	-7	3	-12	-1	5	-0.9	-2
Cc1nn(-c2ccccc2)c(C)c1/C=N\N1CCN(c2ccc(Cl)cc2)CC1	0	-3	0	1	1	5	-3	-2	-1.7	-8
Cc1cc(CNC(=O)C2(C(F)(F)F)C/C(=C\CCO)CCCO2)nn1C (stereo not drawn)	0	5	2	-1	2	-3	4	-8	1.8	-2
O=C(c1ccoc1)N1CCC(CO)(CCc2ccccc2)CC1	1	-4	1	-11	-6	1	6	3	-1.5	0
Cn1c(=O)oc2cc(S(=O)(=O)N3CCC(C(=O)NCc4ccc(F)cc4)CC3)ccc21	1	2	-4	6	-2	8	-1	0	-1.0	-4
Cc1c(C(=O)C(=O)N2CCN(Cc3ccc4c(c3)OCO4)CC2)c2ccccc2n1C	11	-5	1	-5	2	0	1	6	-3.0	-4
O=C(/C=C/[C@H]1O[C@@H](n2cnc3c(NC(=O)c4ccccc4)ncnc32)[C@H](O)[C@@H]1O)NCc1cccc2ccccc12	-6	5	-2	0	0	nt	-4	4	-2.2	2
